Compound activity: PubChem BioAssay, National Center for Advancing Translational Sciences (NCATS)
ERK EGF block: qHTS Assay for Inhibitors of the ERK Signaling Pathway using a Homogeneous Screening Assay; Stimulation with EGF | HEK293-V1b, EGF-stimulated phospho-ERK AlphaScreen | Potency, µM (series often up to 11.5 µM), without a hit: at the highest dose activity change, negative = inhibition, most hits filed as inhibitors | actives 0.41% (n = 130,000) | AID 1454, 2008; active = well fitted inhibition curve with a large enough effect; inconclusive = small, poorly fitted or top-dose-only effect, or effect the other way;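 also: plate controls were stimulated vehicle wells for no effect and unstimulated vehicle basal for full effect; nearly all actives have a fitted effect of over 55% in size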
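V1b-HEK293, 1% FBS o/n; cpd 30 min 37C; EGF 25 nM final, 5 min; lyse 10 min; AlphaScreen beads 5 h RT. Normalized DMSO basal vs EGF max; Hill AC50.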
Starred values were filed as active, the others as inactive; ? = inconclusive; & = joins results of further samples; [ ] = another dose, or the depositor's remark. Potency is read from the fitted curve at half-maximal effect. These rows are one share of the data; rates above refer to the full screens.

SMILES	ERK EGF block
COc1ccc2[nH]c3c(=O)n(Cc4ccc(C(=O)N5CCCC5)cc4)c(=S)[nH]c3c2c1	-1%
CS(=O)Cc1cc(Oc2ccccc2)nc(-c2ccncc2)n1 (centres undefined)	-7%
CCOC(=O)c1ccc(NC(=O)c2nc[nH]c2C(=O)N2CCN(c3ccccc3)CC2)cc1	1%[57.5 µM]
Cc1nc(C(=O)NC2CCOCC2)sc1C1(C)CC(c2cccc([N+](=O)[O-])c2)=NO1 (centres undefined)	-8%[57.5 µM]
CCCCCc1n[nH]c2c1CCCC2	12%[57.5 µM]
CCCCCCCCNC(=O)c1cccnc1SCC(=O)Nc1ccc(OC)cc1OC	9%
CCOC(=O)COc1ccc(Br)cc1/C=C/c1[nH]c(=O)[nH]c(=O)c1[N+](=O)[O-]	21%
CC(C)OCCCN1C=C2C(=O)C(C)(OC(=O)CCc3ccccc3)C(=O)C=C2C=C1c1ccc(C#N)cc1 (centres undefined)	0%[57.5 µM]
CN(C)C(=O)/N=N/C(=O)N(C)C	9%
S=C(NCCCN1CCOCC1)N1CCOCC1	-11%[57.5 µM]
COc1ccc2c(CC(=O)Nc3ccc(N4CCOCC4)cc3)coc2c1	-1%
CN(C)n1cccc1/C=C(\C#N)S(=O)(=O)c1ccc(Cl)cc1	-4%[57.5 µM]
Cc1cc(NC(=O)COC(=O)CCNS(=O)(=O)c2c(Cl)cccc2Cl)no1	6%
COCCNC(=O)NC12CC3(C)CC(C)(CC(C)(C3)C1)C2	0%
Cc1occc1C(=O)Nc1ccc(OCc2ccccc2)cc1	-4%
CCOC(=O)c1c(C)nc(C)c(C(=O)OCC)c1-c1cccc(N)c1	10%
Cc1ccc[n+](-c2nc3ccccc3nc2[N-]S(=O)(=O)c2ccccc2)c1	8%[57.5 µM]
Cc1cc(NC(=O)c2ccc3c(c2)OCCO3)ccc1NC(=O)c1cc2ccccc2o1	-17%
N/C(CC(=O)Nc1cc(C(F)(F)F)ccc1Cl)=N\O	6%[57.5 µM]
CC(=O)NN1C(=O)/C(=C\c2ccc(Cl)cc2)SC1=S	-7%
Cc1ccc(-n2c(=S)[nH]c3[nH]ncc3c2=O)cc1	-3%
Cc1c(C(=O)NCCc2ccc(S(N)(=O)=O)cc2)cccc1[N+](=O)[O-]	-4%
Fc1ccc(C2CCCN2Cc2nc(-c3cnccn3)no2)cc1 (centres undefined)	-2%
CC(C)(C)c1ccc(Oc2ccc(NC(=O)C3CC=CCC3C(=O)O)cc2)cc1 (centres undefined)	4%
NC(=O)NC(=O)COC(=O)c1cccc(NS(=O)(=O)/C=C/c2ccccc2)c1	?
Cc1nc(C)c(Oc2ccc(Cl)cc2Cl)c(=O)[nH]1	-4%[57.5 µM]
CCn1c(O)c(/C=N/N=C/c2ccc(OC)cc2)c2cc(C3=NNC(=O)CC3)ccc21	-7%[57.5 µM]
CSCCC(NC(=O)c1cccc(C)c1)C(=O)O (centres undefined)	-3%
COc1ccc(-c2noc(CN(C)C3CCOCC3)n2)cc1	3%
O=C(O)C1(P(=O)(c2ccccc2)c2ccccc2)CCCC1	-8%[57.5 µM]
Cc1nc2c3cc(F)ccc3n(CCN3CCCCC3)c2s1	-7%[57.5 µM]
CCCOC(=O)c1c(NC(=O)CCCn2nc([N+](=O)[O-])cc2C)sc(C(=O)OC)c1C	6%
CCn1cc(CN2CCc3c([nH]c4ccccc34)C2c2cccc(O)c2)c(C)n1 (centres undefined)	0%
Cc1nnc2ccc(-c3ccc(NC(=O)c4ccc(Cl)nc4)cc3)nn12	-4%
CCN(CC)CC#CCC(O)(c1ccccc1)C1CCCC1 (centres undefined)	6%
CCCCCCn1c(-c2cccs2)n[nH]c1=S	-2%
Cc1ccc(-n2ncc3c(N4CCCC(C)C4)ncnc32)c(C)c1 (centres undefined)	-12%[57.5 µM]
CCCCN1CN(Cc2ccccc2)CNC1=S	1%
O=C(N/N=C1/SCC(=O)N1Cc1ccco1)c1ccccc1F	-9%
Cc1ccc(NC(=S)Nc2ccc(C(C)C)cc2)cc1S(=O)(=O)N1CCCCCC1	1%
CN(C)C(=S)NC(=O)C12CC3CC(C)(CC(C)(C3)C1)C2	-3%[57.5 µM]
O=C(O)C1CCN(S(=O)(=O)c2ccc3c(c2)OCCCO3)CC1	4%
Nc1c(C(=O)C2CC2)sc2nc3c(cc12)CCC3	-6%
CC(c1ccccc1F)n1cc(C(=O)NCCCc2nc3ccccc3[nH]2)nn1 (centres undefined)	-7%
C[C@@H]1OC(Nc2ccc(N=Nc3ccccc3)cc2)[C@H](O)[C@H](O)[C@H]1O (some centres undefined)	?
O=C1/C(=C/c2cccnc2)SC(=NCc2ccccc2)N1Cc1ccccc1	-1%
CCCCC1(C)OC(=O)C(=Cc2ccc(SC)cc2)C(=O)O1 (centres undefined)	8%
Cc1cc(C(C)(C)C)ccc1NC(=O)CC(C)(C)CC(=O)O	-15%[57.5 µM]
Cc1ccc(NC(=O)COC(=O)C2(c3ccc(Cl)cc3)CCCC2)cc1	-10%
O=C(NC(=S)Nc1ccccc1[N+](=O)[O-])c1ccccc1	29%[57.5 µM]

(listing goes on)
SMILES	ERK EGF block
CS(=O)(=O)Cc1cc(N2CCCC2)nc(-c2ccccc2)n1	1%
CSc1sc(C(=O)NNC(=O)c2ccc(Cl)cc2)c2c1C=CCC2	-3%[57.5 µM]
COc1ccccc1/C=N\N=C(\N)c1ccccn1	1%
COc1ccc(NC(=O)CN(Cc2ccccc2)Cc2ccccc2)cc1S(N)(=O)=O	3%
CCOC(=O)C1=C(c2ccccc2)NC(=O)N(C(C)=O)C1c1cccc([N+](=O)[O-])c1 (centres undefined)	3%
Cc1cc(C)c(S(=O)(=O)N2CCCCC2C(=O)O)c(C)c1 (centres undefined)	-9%
COc1ccc(-c2cc(C(=O)OCC(=O)NC(C)C)c3ccccc3n2)cc1	-5%
CC1CCCCN1CC(=O)c1c(N)n(Cc2ccccc2)c(=O)n(C)c1=O (centres undefined)	7%
COc1ccc(N2C(=O)CSC23C(=O)Nc2ccccc23)cc1 (centres undefined)	21%
O=C(NCc1ccccc1)c1ccc2c(=O)[nH]c3c(C(=O)NCC4CCCO4)sc(=S)n3c2c1 (centres undefined)	9%
COc1cccc(N(C(=O)c2nc3nccc(C)n3n2)c2nc3ccccc3s2)c1	-6%
Cn1ncc([N+](=O)[O-])c1C(=O)NCc1ccccc1	-10%[57.5 µM]
CC(=O)Nc1ccc(NC(=O)c2ccc([N+](=O)[O-])cc2Cl)cc1	4%
Cc1ccc(-c2c(C)n([O-])c3c([n+]2=O)CCC3)cc1	-1%
N#Cc1cccc(-c2cncnc2-n2ccnc2)c1	21%
CCN1CCC[C@H]1CNC(=O)c1c(O)c(Cl)cc(Cl)c1OC	5%
COc1ccc(Cc2nc3ccccc3n2C)cc1	7%
Cc1ccc(N(C(=O)c2ccc(S(=O)(=O)N3CCOCC3)cc2)C2C=CS(=O)(=O)C2)cc1C (centres undefined)	-14%
CC(C)CC(=O)N/N=C/c1c(N)n(C)c(=O)n(C)c1=O	-4%[57.5 µM]
Cc1ccc(C(=O)Nc2ccc(S(=O)(=O)O)c3cc(S(=O)(=O)O)cc(S(=O)(=O)O)c23)cc1NC(=O)c1cccc(NC(=O)Nc2cccc(C(=O)Nc3cc(C(=O)Nc4ccc(S(=O)(=O)O)c5cc(S(=O)(=O)O)cc(S(=O)(=O)O)c45)ccc3C)c2)c1	7%&17%&21%
Nc1nnc(-c2cccnc2)s1	8%[57.5 µM]
CCOC(=O)C1CCN(C(=O)COC(=O)c2cccc(F)c2)CC1	4%
CC(=O)[C@H]1CC[C@H]2[C@@H]3C=CC4=CC(=O)CC[C@@]4(C)[C@H]3CC[C@]12C	4%[25.7 µM]
CC(NCc1cccs1)C(=O)NC1CCCCC1 (centres undefined)	6%
C(=N\Nc1nc(Nc2ccccc2)nc(Nc2ccccc2)n1)/c1cccnc1	0%
COc1ccc(C2=NN(c3ccccc3)C(c3cn(CCC(=O)O)nc3-c3ccccc3)C2)cc1 (centres undefined)	3%
O=C(Nc1ccc2c(c1)OCCO2)c1cccnc1Oc1ccccc1	18%[57.5 µM]
CC(NS(=O)(=O)c1ccc(Cl)cc1)C(=O)NCCC1=CCCCC1 (centres undefined)	12%
S=c1c2c(nc3nc[nH]n13)CCC2	3%[57.5 µM]
Cn1nc(C(F)(F)F)c(-c2ccccc2)c1NC(=O)CCC(=O)O	-4%[57.5 µM]
COc1cccc(C(=O)N(Cc2cccs2)C2CCS(=O)(=O)C2)c1 (centres undefined)	-15%[57.5 µM]
O=C(NN=C1CCCCCCCCCCC1)c1ccncc1	-2%
Cc1cc(Cl)ccc1OCC(=O)Nc1ccccc1NS(=O)(=O)c1cccs1	?
CN(/N=C/c1ccc(Cl)cc1Cl)c1ncc(Cl)cc1C(F)(F)F	-6%[57.5 µM]
CC(=O)Nc1ccc(C(=O)OCC(=O)N(C)C2CCCCC2)cc1	6%
O=C(c1ccccc1Oc1ccc(C(F)(F)F)cc1[N+](=O)[O-])N1CCOCC1	2%
C[C@H]1C2=C3C(CC[C@H]4C(OCc5ccc(F)cc5C(F)(F)F)OC[C@](C)([C@@H]34)N(C(=O)OC(C)(C)C)C2)C2COC(=O)OCC21 (some centres undefined)	-3%
O=C(Nc1ccc(Br)cn1)c1cccc(-c2cc3ccccc3oc2=O)c1	1%
Cc1ccc(-n2cc(CN(C)Cc3nccn3C)c(-c3ccc(F)cc3)n2)cc1	13%
Cc1cc(Br)cn2cc(C(=O)O)nc12	-7%
COc1ccc(OCC(=O)Nn2c(-c3cccc(OC)c3)nc3ccccc3c2=O)cc1	-8%
O=C(O)c1cccnc1Oc1ccccc1	5%
O=c1cc(N2CCc3ccccc32)[nH]c(=O)n1-c1ccccc1	21%
COc1ccc(OC)c(NC(=O)c2ccc(CSc3ncccn3)cc2)c1	0%
C/C(=N\NC(=O)COc1ccc(C#N)cc1)c1ccccc1OC(F)F	7%
O=C(COC(=O)c1ccc(Cl)c(S(=O)(=O)N2CCCCCC2)c1)Nc1ccccc1	4%
Cc1cc(C)cc(NC(=O)c2ccc3nc[nH]c3c2)c1	-7%
CC1=NNC(=O)/C1=C\c1cn(-c2ccccc2)nc1-c1ccc(F)cc1	?
c1ccc(-c2csc3ncnc(NCC4COc5ccccc5O4)c23)cc1 (centres undefined)	14µM*
O=C(NCCc1ccccc1)C1CCN(S(=O)(=O)c2ccc(Br)s2)CC1	-4%

Other records.
SMILES	ERK EGF block
CC(C)(C)NC(=O)C1CCC(CNc2c(N3CCCCC3)c(=O)c2=O)CC1 (centres undefined)	1%[57.5 µM]
CCOC(=O)N1CCC(n2c(SCC(=O)NCCc3ccc(S(N)(=O)=O)cc3)nc3ccccc3c2=O)CC1	1%
COc1ccc(Oc2cnn(-c3ccccc3)c(=O)c2Br)cc1	-7%
COCCNC(=O)C(=O)NCCN1CCNCC1	4%
O=C(Nc1ccc(F)cc1F)c1csc(-c2ccncc2)n1	-11%
CC(=O)Nc1ccc(NC(=O)CSc2ccc(C(F)(F)F)cc2[N+](=O)[O-])cc1	8%
CCCOn1nnnc1-c1ccccc1	0%
COc1cc([N+](=O)[O-])ccc1NC(=O)CC(C)C	2%
CCc1cc(C(=O)N2CCc3c([nH]c4ccccc34)C2c2ccc(OC)cc2F)no1 (centres undefined)	36%
COc1cc(/C=N/NC(=O)c2cc(-c3ccccc3)sc2N)cc(OC)c1OC	-4%[57.5 µM]
CC(=O)Nc1ccc(S(=O)(=O)N2CCN(Cc3ccccc3[N+](=O)[O-])CC2)cc1	-5%
COc1ccc(OC)c(C(=O)c2coc3ccc(OC(C)=O)cc23)c1	9%
CN(CCN1CCc2ccccc2C1)Cc1nc(-c2ccc3c(c2)OCO3)no1	4%
CN1CCN(C2=Cc3ccccc3Sc3cc(F)c(Cl)cc32)CC1	?
CCn1c(O)c(/C=C2\C=Nc3ccccc32)sc1=O	-5%[57.5 µM]
CNC(=S)N/N=C/C1=CCC2CC1C2(C)C (centres undefined)	4%
Cc1cc(C)c(S(=O)(=O)N2CCOCC2)cc1NS(=O)(=O)c1cc(OCC(N)=O)c(C)cc1Cl	-1%
O=[N+]([O-])c1ccc2c(c1N1CCCCC1)=NC1(CCCCC1)[N+]=2[O-]	9%[57.5 µM]
CCc1ccc(C2C(C#N)=C(N)Oc3n[nH]c(CC(=O)OC)c32)cc1 (centres undefined)	3%

Entries from the list above that have a nitro group on carbon, in the order listed:
SMILES	ERK EGF block
Cc1nc(C(=O)NC2CCOCC2)sc1C1(C)CC(c2cccc([N+](=O)[O-])c2)=NO1 (centres undefined)	-8%[57.5 µM]
CCOC(=O)COc1ccc(Br)cc1/C=C/c1[nH]c(=O)[nH]c(=O)c1[N+](=O)[O-]	21%
Cc1c(C(=O)NCCc2ccc(S(N)(=O)=O)cc2)cccc1[N+](=O)[O-]	-4%
CCCOC(=O)c1c(NC(=O)CCCn2nc([N+](=O)[O-])cc2C)sc(C(=O)OC)c1C	6%
O=C(NC(=S)Nc1ccccc1[N+](=O)[O-])c1ccccc1	29%[57.5 µM]
CCOC(=O)C1=C(c2ccccc2)NC(=O)N(C(C)=O)C1c1cccc([N+](=O)[O-])c1 (centres undefined)	3%
Cn1ncc([N+](=O)[O-])c1C(=O)NCc1ccccc1	-10%[57.5 µM]
CC(=O)Nc1ccc(NC(=O)c2ccc([N+](=O)[O-])cc2Cl)cc1	4%
O=C(c1ccccc1Oc1ccc(C(F)(F)F)cc1[N+](=O)[O-])N1CCOCC1	2%
CC(=O)Nc1ccc(NC(=O)CSc2ccc(C(F)(F)F)cc2[N+](=O)[O-])cc1	8%
COc1cc([N+](=O)[O-])ccc1NC(=O)CC(C)C	2%
CC(=O)Nc1ccc(S(=O)(=O)N2CCN(Cc3ccccc3[N+](=O)[O-])CC2)cc1	-5%
O=[N+]([O-])c1ccc2c(c1N1CCCCC1)=NC1(CCCCC1)[N+]=2[O-]	9%[57.5 µM]
